MT1-MMP txn act – activates MT1-MMP transcription; HT1080 MT1-MMP promoter luciferase reporter, luminescence, overnight; hits give high values; activation factor at 10 µM; 86,000 tested, 0.16% active; AID 750;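 active means activation factor of at least 2 for MT1-MMP transcription at 10 µM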
CYP2C19 inhib – blocks human cytochrome P450 2C19; inhibition, % at 5 µM; 96,000 tested, 21% active; AID 778; CYP2C19 Supersomes, luciferin-H EGE luminescence, 30 min;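 active means CYP2C19 inhibition above a set limit at 5 µM in the primary screen, cut at about 50% in these data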;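 further: plate controls were negative control wells for no effect and 2.5 mM tranylcypromine positive control for full effect; values of inactives mirror those of a sister screen read the other way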
Target sequence (P33261 whole entry, looked up): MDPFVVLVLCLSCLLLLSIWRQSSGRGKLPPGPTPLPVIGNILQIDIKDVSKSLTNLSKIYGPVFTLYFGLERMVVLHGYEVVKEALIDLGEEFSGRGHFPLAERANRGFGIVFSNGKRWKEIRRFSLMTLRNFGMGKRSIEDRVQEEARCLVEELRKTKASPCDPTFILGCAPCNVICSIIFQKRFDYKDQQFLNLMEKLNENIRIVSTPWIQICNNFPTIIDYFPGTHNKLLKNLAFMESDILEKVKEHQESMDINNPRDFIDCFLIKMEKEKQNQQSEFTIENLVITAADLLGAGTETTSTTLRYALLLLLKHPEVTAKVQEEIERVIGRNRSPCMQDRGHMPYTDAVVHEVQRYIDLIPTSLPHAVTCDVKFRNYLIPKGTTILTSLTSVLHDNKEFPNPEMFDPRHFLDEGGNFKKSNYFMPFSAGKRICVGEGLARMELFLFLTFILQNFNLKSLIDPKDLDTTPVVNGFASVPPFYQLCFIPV
PLAP activator – activates human placental alkaline phosphatase | P05187 | purified PLAP enzyme, luminescent substrate read-out; hits give high values | activation fold at 20 µM | 96,000 tested, 1.2% active | AID 696; in the data active means activation fold above about 2
CD11b adhes enh – enhancers of human CD11b/CD18 binding to fibrinogen; K562 CD11b/CD18 adhesion to fibrinogen, ATPlite luminescence; activation, % at 10 µM; P05107+P11215; 93,000 tested, 0.07% active;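 active means 10 µM primary screen giving 50% or more activity, confirmed by 40% or more on retest at that dose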; further: strong numbers were not always called active; reference of the scale not given here
CD11b adhes inh – blocks human CD11b/CD18 adhesion to fibrinogen; P05107+P11215; K562 CD11b/CD18 adhesion to fibrinogen, ATPlite luminescence; Mn2+ added to activate the integrin; inhibition, % at 10 µM; 93,000 tested, 0.54% active;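 active means primary inhibition of 50% or more at 10 µM, then 40% or more on retest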; further: some results filed as inactive read as strong as hits
CYP2C9 activ – increases human cytochrome P450 2C9 activity. P11712. recombinant CYP2C9, luciferin-H conversion, luminescence; hits give high values; factor 1 = untreated enzyme, 0 = blocked. activation factor at 5 µM. 96,000 tested, 1.4% active;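 active means activation factor of 2 or more for CYP2C9 at a 5 µM dose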;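 further: 0 = sulfaphenazole-blocked wells and 1 = vehicle-only wells; values of inactives mirror those of a sister screen read the other way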
Target sequence (P11712 whole entry, looked up): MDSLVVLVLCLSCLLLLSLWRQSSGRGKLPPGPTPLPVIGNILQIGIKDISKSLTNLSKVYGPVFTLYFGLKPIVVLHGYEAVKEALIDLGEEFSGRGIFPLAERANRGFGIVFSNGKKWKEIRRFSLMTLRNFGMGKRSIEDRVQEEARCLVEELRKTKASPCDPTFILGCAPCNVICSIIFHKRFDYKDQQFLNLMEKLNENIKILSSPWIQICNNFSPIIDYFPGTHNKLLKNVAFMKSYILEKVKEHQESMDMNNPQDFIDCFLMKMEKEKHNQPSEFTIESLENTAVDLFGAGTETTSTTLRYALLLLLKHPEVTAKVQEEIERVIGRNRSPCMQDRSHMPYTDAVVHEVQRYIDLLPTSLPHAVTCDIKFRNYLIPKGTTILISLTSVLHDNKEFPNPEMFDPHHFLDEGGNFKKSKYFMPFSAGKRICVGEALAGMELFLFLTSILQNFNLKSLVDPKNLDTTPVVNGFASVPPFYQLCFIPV
CYP2C9 inh – inhibitors of human CYP2C9. 96,000 tested, 20% active. CYP2C9 Supersomes, luciferin-H conversion, luminescence. inhibition, % at 5 µM;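 active means blocking of liver enzyme CYP2C9 beyond about 50% at 5 µM, limit read from the data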; further: values of inactives mirror those of a sister screen read the other way
CYP2C19 act – cytochrome P450 2C19 (human) activation. recombinant CYP2C19, luciferin-H EGE luminescence; hits give high values; 0 = fully inhibited enzyme, 1 = untreated enzyme. P33261. 96,000 tested, under 10 active. activation factor at 5 µM. AID 1025;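 active means activation factor of at least 2 at 5 µM in the primary screen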;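 further: 0 = wells with 2.5 mM tranylcypromine and 1 = vehicle-only wells; values of inactives mirror those of a sister screen read the other way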
Pyk2 oligo antag – antagonists of human Pyk2 oligomerization. Q14289. Q293 cells, Pyk2 FERM NanoBiT luminescence; hits give low values. z-score (the deposit names both 25 µM and 10 µM). 99,000 tested, 0.83% active. AID 1347419;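 active means Z-score of -3 or lower, scaled per plate to the spread of control and sample wells; inactive means z-score above -3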;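 further: negative z-score means lost luminescence so less FERM oligomerization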
* = called active by the depositor; . = no result given.

SMILES	MT1-MMP txn act	CYP2C19 inhib	PLAP activator	CD11b adhes enh	CD11b adhes inh	CYP2C9 activ	CYP2C9 inh	CYP2C19 act	Pyk2 oligo antag
COc1ccccc1NC(=O)CN1CCC(n2nnc3cc(F)ccc32)CC1	1.2	97*	1.5	0	-4	0.8	18	0	-0.44
CCC(CC)NC(=O)COC(=O)c1ccc(NS(=O)(=O)c2ccc3c(c2)OCCO3)cc1	.	84*	1.9	4	1	0	99*	0.2	0.3
CC(=O)c1nc2ccccc2n1S(=O)(=O)c1ccc(Cl)cc1	1.2	28	1	-2	-6	0.9	14	0.7	0.24
CCOC(=O)N1CCC(NC(=O)c2cnn3c(C(F)(F)F)cc(-c4cccc(OC)c4)nc23)CC1	1.1	61*	1.6	6	8	0.4	58*	0.4	.
CSc1ccc(S(=O)(=O)NCc2ccc(C)cc2)cc1	1.1	95*	0.9	-1	-30	1.6	-62	0.1	0.07
COc1ccc(-c2cc(C(F)(F)F)nc(SCC(=O)Nc3cc(C)on3)n2)cc1OC	1	-4	1	-2	3	0.5	50	1	-0.02
CCOC(=O)c1c(C)n(C)c2ccc(OC(=O)c3ccoc3)cc12	1.2	0	1.3	.	.	1	-2	1	0.54
CC(=O)Nc1ccc(Oc2ccc(-c3noc(C)n3)cc2)cc1	.	16	1.3	-3	12	0.8	17	0.8	-0.1
COc1ccc(S(=O)(=O)N(CC(=O)N2CCCC2)Cc2ccccc2)cc1	1	42	1.1	.	.	0.8	23	0.6	1.7
O=C(CN1CCC(NC(=O)c2ccccc2F)CC1)NCc1ccc(F)cc1	1.1	11	1	-2	-6	0.7	32	0.9	-0.13

One compound at a time, as listed above:
CCOC(=O)c1c(C)n(C)c2ccc(OC(=O)c3ccoc3)cc12 as listed: MT1-MMP txn act = 1.2; CYP2C19 inhib = 0; PLAP activator = 1.3; CD11b adhes enh = .; CD11b adhes inh = .; CYP2C9 activ = 1; CYP2C9 inh = -2; CYP2C19 act = 1; Pyk2 oligo antag = 0.54
CC(=O)Nc1ccc(Oc2ccc(-c3noc(C)n3)cc2)cc1 as listed: MT1-MMP txn act = .; CYP2C19 inhib = 16; PLAP activator = 1.3; CD11b adhes enh = -3; CD11b adhes inh = 12; CYP2C9 activ = 0.8; CYP2C9 inh = 17; CYP2C19 act = 0.8; Pyk2 oligo antag = -0.1

Next compounds
SMILES	MT1-MMP txn act	CYP2C19 inhib	PLAP activator	CD11b adhes enh	CD11b adhes inh	CYP2C9 activ	CYP2C9 inh	CYP2C19 act	Pyk2 oligo antag
COc1ccc(OC)c(C(c2nnnn2CCc2ccccc2)N2CCC(C(N)=O)CC2)c1 (centres undefined)	1	-8	1.5	3	-13	0.9	15	1.1	0.54
CCCNS(=O)(=O)c1cccc2cccnc12	1	10	0.9	4	0	1.8	-78	0.9	.
CC(=O)N1CCN(S(=O)(=O)c2cccc(C(=O)NC3CCCc4ccccc43)c2)CC1 (centres undefined)	1	8	1.4	.	.	0.7	28	0.9	1.5
CC1CCCC(C)N1C(=O)CSCc1ccc(Cl)cc1 (centres undefined)	1.3	1	1	-6	1	0.7	33	1	0.31
O=C(Nc1cccc(Cl)c1)N1CCN(Cc2ccccc2)CC1	1.6	41	1	0	-6	0.9	12	0.6	.
CCCCCCCCCOC(=O)C(CC(=O)O)N1CCOCC1 (centres undefined)	1.1	4	2*	-2	7	0.2	77*	1	0.46
C=CCNC(=O)CSc1nnc(-c2ccccc2Cl)n1-c1c(C)n(C)n(-c2ccccc2)c1=O	.	-22	1	-3	10	1.1	-6	1.2	0.55
CC(C)(C)C(=O)Cn1ncc(N2CCCC2)c(Br)c1=O	.	6	1.1	.	.	0.8	16	0.9	1.3
Cc1oc2nc(SCC(=O)NCc3cccnc3)nc(N)c2c1C	1	8	0.8	-1	-20	0.9	14	0.9	-0.62
CCOC(=O)COc1ccc(N)cc1CC(NC(C)=O)(C(=O)OCC)C(=O)OCC	1	-5	1.2	3	6	0.8	25	1	-0.46
Cc1ccc2[nH]c3c(N4CCc5ccccc5C4)ncnc3c2c1	1.3	11	1	.	.	0.9	8	0.9	-1.2
COc1cccc(-c2ccc(C#N)c(OC(=O)c3c(Cl)cccc3Cl)n2)c1	1.2	12	0.9	-6	16	0.5	51*	0.9	-0.05
Cc1c(C(=O)Nc2ccc3c(c2)OCO3)sc2ncn(CC(=O)N3CC(C)CC(C)C3)c(=O)c12 (centres undefined)	1.1	23	1.2	3	-42	0.2	79*	0.8	3.2
O=C(CCN1C(=O)C2CC=CCC2C1=O)N1CCN(c2ccccn2)CC1 (centres undefined)	0.9	-17	1.1	.	.	1.2	-20	1.2	-0.11
COC(=O)c1cc(NC(=O)CC2NC3CCCCC3NC2=O)cc(C(=O)OC)c1 (centres undefined)	1.1	20	1.1	0	4	0.9	9	0.8	-0.31
CCOC(=O)C1CCCN(C(=O)CC(C)c2ccccc2)C1 (centres undefined)	.	79*	1.5	-1	-22	0.2	84*	0.2	0.56
O=C(CCc1ccccc1)Nc1ncc2c(n1)CCCC2=O	1.3	20	1	0	-14	0.6	42	0.8	0.35
Cc1cc(C(=O)N/N=C/c2cccc(Cl)c2Cl)no1	.	14	0.9	-7	-7	1.3	-28	0.9	-0.65
CCOc1ccccc1NC(=O)N1CCCC1C(=O)Nc1nnc(CC)s1 (centres undefined)	1.1	6	1.1	10	-45	0.9	7	0.9	0.16
COc1c(S(=O)(=O)N2CCCC2)ccc(Cl)c1Cl	1.1	88*	1.1	0	-2	2.4*	-140	0.1	0.17

Entries listed so far that have a CF3 group, in the order listed:
SMILES	MT1-MMP txn act	CYP2C19 inhib	PLAP activator	CD11b adhes enh	CD11b adhes inh	CYP2C9 activ	CYP2C9 inh	CYP2C19 act	Pyk2 oligo antag
CCOC(=O)N1CCC(NC(=O)c2cnn3c(C(F)(F)F)cc(-c4cccc(OC)c4)nc23)CC1	1.1	61*	1.6	6	8	0.4	58*	0.4	.
COc1ccc(-c2cc(C(F)(F)F)nc(SCC(=O)Nc3cc(C)on3)n2)cc1OC	1	-4	1	-2	3	0.5	50	1	-0.02

Other records
SMILES	MT1-MMP txn act	CYP2C19 inhib	PLAP activator	CD11b adhes enh	CD11b adhes inh	CYP2C9 activ	CYP2C9 inh	CYP2C19 act	Pyk2 oligo antag
COc1ccc(OC)c(Nc2nc(-c3sc(NC(=O)c4ccccc4)nc3C)cs2)c1	.	-6	1.2	0	-11	0.9	14	1.1	.
O=C(Nc1ccccc1)c1ccc(S(=O)(=O)NCc2ccco2)cc1	1.6	-14	0.9	8	-4	1.1	-9	1.1	1.3
CN1C(=O)C2(C(C#N)=C(N)N(c3cc(Cl)cc(Cl)c3)C3=C2C(=O)CC(C)(C)C3)c2ccccc21 (centres undefined)	.	0	1.3	0	-14	0.8	19	1	-0.87
COc1cccc(-c2nnc(NC(=O)C3CCCCC3)o2)c1	1.2	0	0.9	-5	-25	0.9	6	1	.
Cn1nc(C(F)(F)F)c(C(=O)Nc2ccc(F)cc2F)c1Sc1cccc(Cl)c1	.	54*	1	.	.	0.6	36	0.5	-1.5
Cc1ccccc1C(=O)NC1CCS(=O)(=O)C1 (centres undefined)	1	-2	1.1	-3	-7	1	1	1	1.1
COc1ccc(OCC(=O)N(C)Cc2ccccc2)cc1	1.2	97*	1	0	-15	0.9	12	0	-0.24
O=C(COC(=O)C12CC3CC(CC(C3)C1)C2)NCCc1ccccc1	.	53*	1.7	-2	3	0.1	85*	0.5	-0.2
Cc1ccc(S(=O)(=O)c2c(COC(=O)c3cccc(Cl)c3)c(-c3ccccc3)nn2C)cc1	1.1	63*	1	0	1	0.5	50	0.4	-0.27
CCOc1ccc(-c2nc(-c3cccnc3)no2)cc1OCC	1.4	62*	1.5	-6	-8	0.9	13	0.4	-0.26
O=S(=O)(c1ccccc1)N(C1=NCCS1)S(=O)(=O)c1ccccc1	0.9	20	0.8	-3	8	1.2	-17	0.8	-0.15
CC(C)(C)C(=O)N1CCC(O)(CS(=O)(=O)Cc2ccc(Cl)cc2)CC1	.	20	0.9	.	.	0.9	8	0.8	0.09
O=C(Nc1ccc2c(c1)OCO2)Oc1ccccc1	1.4	62*	0.8	-2	-5	1	2	0.4	-0.04
COc1ccc(OC)c(NC(=O)C2C3C=CC(C3)C2C(=O)NCc2ccccn2)c1 (centres undefined)	1	29	1.1	-2	-2	0.9	14	0.7	-0.33
Cc1ccccc1N(C(=O)CCC(=O)Nc1ccccn1)C(C(=O)NC(C)C)c1ccc(O)cc1 (centres undefined)	1.2	40	1.7	-1	7	0.8	20	0.6	-1
CC1CC(C)CN(c2ncnc3c2cnn3Cc2ccc(Cl)cc2)C1 (centres undefined)	1.1	43	0.9	4	22	0.8	20	0.6	-0.34
COCCNC(=O)C(c1ccco1)N(C(=O)Cn1nnc2ccccc21)c1ccccc1C (centres undefined)	1.1	1	1.1	12	-37	1	-2	1	-0.08
CCC1(C)Cc2c(sc3c2c(=O)n(C)c2nnc(SCCc4ccccc4)n32)CO1 (centres undefined)	1.1	-5	1.2	-5	5	1.1	-6	1.1	-0.2
Cc1cccc(NC(=S)N/N=C/c2ccc(Cl)c([N+](=O)[O-])c2)c1	.	-16	0.9	6	17	1	2	1.2	-0.36
CCOC(=O)N1CCN(c2c(N3CCN(c4cc(C)ccc4C)CC3)c(=O)c2=O)CC1	.	22	1.2	5	-8	0.8	16	0.8	.
O=C(C=C1CCN(c2ncc(C(F)(F)F)cc2Cl)CC1)NNC(=O)Nc1ccccc1	.	4	1.2	-8	-10	1	-1	1	1
CCN1CCN(Cc2cccc(Oc3ccc(Cl)cc3)c2)CC1	.	34	1.7	-1	6	0.7	26	0.7	0.24
CN(C)C(=O)N1CCC(C(=O)NCc2ccc(F)cc2Cl)CC1	1.3	4	1	-2	5	1	-4	1	4.1
Cc1nn(-c2ccccc2)c2[nH]c(=O)c(CNCC3CCCO3)cc12 (centres undefined)	1.2	-7	1.1	-3	-4	0.9	6	1.1	-0.43
O=C(CN1C(=O)NC2(CCCCC2)C1=O)NCCC1=CCCCC1	1	8	0.9	-2	-12	1	-2	0.9	0.6
COc1ccc(NC(=O)COc2ccccc2C#N)c(S(=O)(=O)N2CCCCC2)c1	1.1	10	1.4	-4	25	0.6	45	0.9	0.15
CCS(=O)(=O)c1ccc(-c2csc(-c3ccc(Cl)cc3)n2)c(Cl)c1Cl	.	4	1.2	-4	10	0.9	11	1	-0.2
Cc1ccc(S(=O)(=O)Nc2cc(C(=O)NCCN(C)C)ccc2N2CCCCC2)cc1	1.1	-3	1.5	0	-4	1	-2	1	-0.26
CC(C)c1nc(SCC(=O)Nc2ccc3c(c2)OCO3)n[nH]1	1	73*	1	-3	-21	0.8	22	0.3	0.74
O=C(Cc1ccccc1)NCCc1cccc(Cl)c1	.	71*	1	.	.	0.5	48	0.3	0.27
CCOc1ccc(C(CCc2ccccc2)NC(=O)c2ccc(OC)c(OC)c2)cc1OCC (centres undefined)	.	57*	2.2*	0	3	0.2	76*	0.4	0.56
COc1ccc(C2C(C#N)=C(N)OC(C(C)(C)C)=C2C#N)cc1OC (centres undefined)	1.4	61*	1.4	-3	-6	0.1	90*	0.4	0.4
O=C(O)Cn1nc(-c2ccccc2)oc1=O	.	-5	1.3	-7	14	1.1	-8	1.1	0.73
Cc1cccc(C)c1NC(=O)Cn1cnc2c(=O)n(C)c(=O)n(C)c21	1	-5	1.1	1	-5	1.1	-6	1.1	0.41
O=C(c1ccco1)N1CCN(C/C=C/c2ccccc2)CC1	1	13	1.2	-2	7	1	3	0.9	0.63
CC(NC(=O)c1cn(C)c2ccc(S(=O)(=O)N3CCCC3)cc2c1=O)c1ccc2c(c1)OCCO2 (centres undefined)	0.9	9	1.4	.	.	0.7	26	0.9	-1.4
O=C(Cc1cccc2ccccc12)NNC(=O)Nc1cccc(Cl)c1	.	56*	1.1	.	.	2.2*	-116	0.4	-0.14
CC(=O)Nc1ccc(S(=O)(=O)NC(CC(=O)N(C)Cc2ccccc2)C(C)C)cc1 (centres undefined)	1	25	1	-4	4	1	-2	0.7	1.7
